15-hLO-2 inh = 15-hLO-2 (ALOX15B) enzyme inhibition. hit rate 0.56% among 110,000. O15296. Potency, µM (top dose mostly 57.1 µM), for inactives: at the highest dose activity change, negative = inhibition, most hits filed as inhibitors. purified 15hLO-2, xylenol orange hydroperoxide absorbance; also: potency is read from the fitted curve at half-maximal effect; nearly all actives have a fitted effect of over 60% in size; many of its hits are not listed in these tables
Target sequence (O15296 whole entry, looked up): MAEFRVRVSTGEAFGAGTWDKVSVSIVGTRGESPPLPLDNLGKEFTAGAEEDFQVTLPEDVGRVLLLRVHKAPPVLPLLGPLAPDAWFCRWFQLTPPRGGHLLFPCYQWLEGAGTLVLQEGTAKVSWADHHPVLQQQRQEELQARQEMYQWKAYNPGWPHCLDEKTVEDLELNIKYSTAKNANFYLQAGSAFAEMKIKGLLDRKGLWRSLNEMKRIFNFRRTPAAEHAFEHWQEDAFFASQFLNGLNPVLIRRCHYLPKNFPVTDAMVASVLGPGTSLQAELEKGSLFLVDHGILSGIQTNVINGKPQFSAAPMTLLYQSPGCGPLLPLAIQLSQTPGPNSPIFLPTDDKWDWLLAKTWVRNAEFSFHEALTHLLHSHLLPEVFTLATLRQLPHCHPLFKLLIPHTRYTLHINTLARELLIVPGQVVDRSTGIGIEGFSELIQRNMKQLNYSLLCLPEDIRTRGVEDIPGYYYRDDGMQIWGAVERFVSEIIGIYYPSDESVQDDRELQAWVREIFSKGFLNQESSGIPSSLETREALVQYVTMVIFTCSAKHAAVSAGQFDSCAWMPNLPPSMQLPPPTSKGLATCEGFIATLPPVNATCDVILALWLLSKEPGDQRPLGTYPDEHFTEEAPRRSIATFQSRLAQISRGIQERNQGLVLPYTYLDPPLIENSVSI
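Enzyme 50 nM, AA 45 uM, 25 mM Hepes pH 7.5 + 0.01% Triton X-100; cpd preinc 15 min RT, rxn 90 min RT; stop/detect with 200 uM XO + 300 uM Fe(II) in 50 mM H2SO4, 30 min; A573/A405.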
PNC assembly inh = blocks assembly of the perinucleolar compartment. PC3M PTB-GFP, PNC prevalence imaging, 16 h; stronger effect = lower value. activity change (PNC), negative = inhibition, % at 10 µM. hit rate 3.1% among 140,000. AID 2417;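 active = readout at or below -70, meaning at least 70% loss of cells showing the perinucleolar compartment, a nuclear body marking cancer cells; inconclusive = readout between -30 and a set limit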;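 also: plate controls were DMSO wells for no effect and camptothecin positive control wells for full effect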
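Read-out is percentage of cells bearing a perinucleolar compartment, from automated 20x imaging of fixed, Hoechst-stained PC3M PTB-GFP cells. Cells were seeded 4 h, then exposed 16 h to compound (23 nl of library stock) in duplicate plates.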
IMPase cell inh = cell-permeable inhibitors of inositol monophosphatase (IMPase) | P97697 | CHO-M1 cells, IP1 accumulation, HTRF TR-FRET ratio | inhibition (IP1 accumulation), % at 46.1 µM | 120,000 tested, under 10 active | AID 901; active = well fitted curve in the direction sought with a large enough effect in the signal ratio, not every such curve was filed as active; inconclusive = small, poorly fitted or top-dose-only effect, or a change in a side signal; inactive = no such curve, though single readings can be large or run the other way; the % refers to the signal ratio;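 also: cells stimulated with carbachol in lithium chloride buffer; plate controls were DMSO basal wells for no effect and reference inhibitor wells for full effect; higher means more IMPase inhibition seen as more IP1 and lower FRET ratio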
Target sequence (P97697 whole entry, looked up): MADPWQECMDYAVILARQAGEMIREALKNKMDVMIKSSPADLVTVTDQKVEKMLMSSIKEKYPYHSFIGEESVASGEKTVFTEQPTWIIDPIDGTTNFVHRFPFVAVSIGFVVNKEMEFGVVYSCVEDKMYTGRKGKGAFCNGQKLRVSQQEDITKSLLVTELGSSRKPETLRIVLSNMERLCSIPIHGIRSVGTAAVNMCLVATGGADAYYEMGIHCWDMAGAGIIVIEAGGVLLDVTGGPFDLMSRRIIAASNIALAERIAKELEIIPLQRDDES
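In this qHTS, compounds (final up to 46 uM) act on CHO-M1 cells that are then activated through the M1 receptor with carbachol, in pH 7.4 buffer containing 50 mM LiCl, for 30 min. IP1 accumulation is quantified by the IP-One immunoassay.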
ALOX12 inhib = 12-hLO (ALOX12) enzyme inhibition; P18054; purified 12-hLO, xylenol orange hydroperoxide absorbance; Potency, µM (doses to about 57.1 µM), for inactives: at the top dose activity change, negative = inhibition, hits mostly inhibitors; hit rate 0.12% among 150,000; also: potency is read from the fitted curve at half-maximal effect; nearly all actives have a fitted effect of over 55% in size; many of its hits are not listed in these tables
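Lipoxygenase turnover measured by absorbance at 573 and 405 nm after Fe-XO development. Human 12hLO 150 nM, arachidonate 40 uM, pH 7.0 Hepes buffer with detergent; 15 min compound preincubation, 30 min reaction.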
* marks the source's active call; other numbers are inactive results; ? = inconclusive; . = no result given; [ ] = remark or other dose. Unless noted, calls follow the shape of the dose curve; as a rule, active = well fitted curve in the direction sought with a large enough effect; inconclusive = small, poorly fitted or top-dose-only effect, or another doubt; inactive = no such curve, though single readings can be large; an effect the other way counts as inactive or inconclusive. Unless noted, % is scaled to controls: 0 for no effect and ±100 for the full control effect. An excerpt. The share of hits here may be higher or lower than overall.

SMILES	15-hLO-2 inh	PNC assembly inh	IMPase cell inh	ALOX12 inhib
COc1ccc(C(=O)/C=C/Nc2cc(C)on2)c(OC)c1	-5%	26	9	4%
COc1ccccc1/C=N\N=C(\N)c1ccccn1	.	52	.	1%
CCCSCCCNC(=O)CC1Oc2ccccc2NC1=O (centres undefined)	-5%	-22	-2	3%
CC(C)CC1NC2(C(=O)N(C)c3ccccc32)C2C(=O)N(C(C)C)C(=O)C12 (centres undefined)	-2%	-17	11	-3%
CC(=O)NCCOc1nc(N(C)C)nc(N2CCOCC2)n1	-3%	39	3	-2%
Cc1cc(=O)[nH]c(-c2ccccc2)n1	-10%	-14	-4	2%
C/C(=N\NC(=O)CC(C)C)c1ccc(Cl)c(Cl)c1	7%	-24	3	0%
COc1ccc(C(=O)O/N=C/c2c(C(F)(F)F)nn(C)c2SCc2ccccc2Cl)cc1	-1%	?	16	0%
COn1c2c(c3c4no[n+]([O-])c4ccc31)CCCC2	-15%	?	9	-10%
CCOC(=O)c1cnn(CCOC(=O)Cc2cccs2)c1NC(=O)Cc1cccs1	5%[11.4 µM]	-15	-9[1.84 µM]	-2%
Cc1ccc(NC(=O)COC(=O)C2(c3ccc(Cl)cc3)CCCC2)cc1	.	?	.	-4%
CCCCN1CN(Cc2ccccc2)CNC1=S	.	?	7	-14%
Cc1cc(C)n(-c2ccc(Cl)c(C(=O)OCC(=O)N3CCCCC3C)n2)n1 (centres undefined)	-5%	11	-1	-2%
Cc1ccc(NC(=S)Nc2ccc(C(C)C)cc2)cc1S(=O)(=O)N1CCCCCC1	.	-15	.	?
COc1ccc(-c2cc(C(F)(F)F)c(C#N)c(SCC(=O)Nc3nc(C)co3)n2)cc1	-14%	41	?	-2%
O=C(CCS(=O)(=O)c1ccc(Cl)cc1)Oc1ccc2c(c1)OCO2	-14%	8	-2	-13%
CCCOC(=O)c1c(NC(=O)CCCn2nc([N+](=O)[O-])cc2C)sc(C(=O)OC)c1C	.	-119*	-7	0%
COc1ccccc1N1CCN(C(=O)CN(CCc2ccccc2)S(C)(=O)=O)CC1	3%	-9	-2	4%
CCN(CC)CC#CCC(O)(c1ccccc1)C1CCCC1 (centres undefined)	.	31	13	10%
Oc1ccc(Nc2nc(N3CCCC3)c3ccccc3n2)cc1	9%	?	16	-24%
CC(C)OCC(O)CN (centres undefined)	1%	1	4	-3%
CCOC(=O)c1c(C)[nH]c2cc(Br)c(O)cc12	-1%	-15	11	5%
COc1ccccc1-c1nnc(SCc2ccccn2)n1C	4%	?	-2	4%
CNC(=O)CSc1nnc(COc2ccc(Cl)cc2)n1CCOC	-2%	23	-1	-4%
CCC(C)NC(=O)c1ccc(NC(=O)C2CCCO2)cc1 (centres undefined)	-6%	60	-14	1%

The closing two records of the part before open the next one.
SMILES	15-hLO-2 inh	PNC assembly inh	IMPase cell inh	ALOX12 inhib
CNC(=O)CSc1nnc(COc2ccc(Cl)cc2)n1CCOC	-2%	23	-1	-4%
CCC(C)NC(=O)c1ccc(NC(=O)C2CCCO2)cc1 (centres undefined)	-6%	60	-14	1%
c1ccc(COc2cccc(CN3CCN(c4ccccn4)CC3)c2)cc1	42%[activator]	-1	23	?
Cc1ccc(S(=O)(=O)N2Cc3ccccc3CC2C(=O)Nc2ccc3c(c2)OCO3)cc1 (centres undefined)	-17%	39	4	-4%
CCCCCCCCCn1c2c(c(=N)c3c1CCC3)CCC2	.	26	30[activator]	18%
Oc1ccccc1C1=NCCNC(C(F)(F)C(F)F)=C1	0%	-16	14	-7%
N/C(CC(=O)Nc1cc(C(F)(F)F)ccc1Cl)=N\O	-6%[11.4 µM]	.	.	-1%[11.4 µM]
CCCNC(=O)c1cccc(COCC(F)(F)C(F)F)c1	6%[11.4 µM]	?	2[1.84 µM]	1%
CC1Oc2ccccc2N(CC(=O)N2CCCc3ccccc32)C1=O (centres undefined)	-10%	9	-5	-6%
COc1ccc(NC2CC(=O)N(C(C)C)C2=O)cc1 (centres undefined)	-4%	?	5	-16%
CCc1nnc(NC(=O)CSc2nnc(-c3ccc(OC)cc3)n2C)s1	4%	4	-4	0%
CS(=O)(=O)NCCCNc1ccc(Cl)cc1[N+](=O)[O-]	-2%	8	8	-7%
CC1(C)CC(=O)C2=C(C1)N(CC1CCCO1)C(=O)NC2(C(F)(F)F)C(F)(F)F (centres undefined)	18%	-22	0	1%
O=C(NCCc1ccccc1F)C1CCCN1S(=O)(=O)c1ccccc1 (centres undefined)	-4%	-18	-12	-4%
Cc1ccc(C(=O)CN(C(=O)c2ccc(Cl)c(Cl)c2)N2C(=O)C3C4C=CC(C4)C3C2=O)cc1 (centres undefined)	-2%	?	-14	-2%
CCCCCCCCNC(=O)c1cccnc1SCC(=O)Nc1ccc(OC)cc1OC	.	-3	4	1%
CCOc1ccc2[nH]c(=O)c(CN(Cc3ccco3)C(=O)c3cccc(F)c3)cc2c1	-15%	15	16	-19%
O=C(Oc1ccccc1N1C(=O)C2CC=CCC2C1=O)c1ccc(Br)cc1 (centres undefined)	.	6	.	-2%
O=c1[nH]c(N/N=C/c2ccccc2Br)nnc1-c1ccccc1	.	39	.	3%
CCCC[C@@H]1C[C@H]1C(NC(=O)c1cccs1)c1ccc(Cl)cc1 (some centres undefined)	19%	.	.	-7%
Cc1nnsc1NC(=O)OCc1ccccc1Cl	14%	71	-6	10%
CCN(CC)CCOC(=O)C1(c2ccc([N+](=O)[O-])cc2)CCCC1	29%	.	16	-2%
CC(=O)Oc1ccc(-c2cccc(C(=O)OCC(=O)N(C)c3ccccc3)c2)cc1	.	-22	5	-1%
CC(C)C(=O)N1CCN(c2ccc(NC(=O)c3ccc(Br)o3)cc2)CC1	8%	-23	19	-2%
CCOC(=O)c1c(N)nn(C(=O)C(C)C)c1-c1ccccc1	4%	-17	7	1%
Cc1ccc(-n2c(Cc3cccn3C)nnc2SCC(=O)Nc2ccc3c(c2)OCO3)cc1	-8%	0	-18	-8%
O=C(Nc1ccccc1)N(Cc1ccccc1)Cc1ccccc1	4%	-12	10	-10%

In a second layout: five of the compounds above
Order of values: 15-hLO-2 inh	PNC assembly inh	IMPase cell inh	ALOX12 inhib
- CCOc1ccc2[nH]c(=O)c(CN(Cc3ccco3)C(=O)c3cccc(F)c3)cc2c1
 : -15%	15	16	-19%
- CCOC(=O)c1c(C)[nH]c2cc(Br)c(O)cc12
 : -1%	-15	11	5%
- CCC(C)NC(=O)c1ccc(NC(=O)C2CCCO2)cc1 (centres undefined)
 : -6%	60	-14	1%
- CCOC(=O)c1c(N)nn(C(=O)C(C)C)c1-c1ccccc1
 : 4%	-17	7	1%
- CC(C)C(=O)N1CCN(c2ccc(NC(=O)c3ccc(Br)o3)cc2)CC1
 : 8%	-23	19	-2%

Other compounds follow:
SMILES	15-hLO-2 inh	PNC assembly inh	IMPase cell inh	ALOX12 inhib
CC1=C(SCCC#N)S/C(=C2\SC(C)=C(SCCC#N)S2)S1	?	38	8	?
CC(=O)N1CCc2cc(S(=O)(=O)CCC(=O)NCc3ccc4c(c3)OCO4)ccc21	-1%	13	5	3%
Cc1cc(=O)[nH]c(SCC(=O)c2ccc(C(C)C)cc2)n1	-13%	12	8	-3%
CCOC(=O)c1cc(C(=O)NCc2ccc(Cl)cc2Cl)nn1C	.	44	.	-4%
COc1ccc(OC)c(NC(=O)C2CCCCC2)c1	.	33	.	-3%
O=c1cc(CNc2cc(C(F)(F)F)cc(C(F)(F)F)c2)nc2sccn12	.	-14	.	-4%
Oc1cccc(C(=S)N2CCN(Cc3ccccc3)CC2)c1	-25%	-24	12	-1%
c1ccc(Cn2nnnc2C(c2cccnc2)N2CCN(C3CCCCC3)CC2)cc1 (centres undefined)	28%	-29	-14	2%
CSC1=NCCN1C(=O)c1ccc(S(=O)(=O)N2CCCC2)cc1	-1%	?	7	1%
COc1ccccc1CN(C)C(=O)C1COc2ccccc2O1 (centres undefined)	-2%	?	4	-2%
COC(=O)c1ccccc1NC(=S)NC(=O)c1ccccc1F	.	59	.	-8%
N[C@H](CO)Cc1cnc[nH]1	-6%	.	-2	0%
Cc1cc(-c2ccccc2)c2c(=O)[nH][nH]c2n1	.	19	.	2%
COc1ccc(-n2c(N)c(C(=O)NCc3ccco3)sc2=S)cc1	-26%	36	9	-18%
COc1ccc(C(Nc2ccccn2)c2c(NC(=O)c3ccco3)sc(C)c2C)cc1OC (centres undefined)	.	-22	1	0%
Cc1cc(C)c(NC(=O)COc2ccccc2C(=O)Nc2ccc3c(c2)oc2ccccc23)c(C)c1	?	10	-5	-4%
Cc1c(N(C(=O)c2cc(=O)[nH]c3ccccc23)C(C)C)c(=O)n(-c2ccccc2)n1C	7%	?	7	-5%
CCOC(=O)c1c(C)n(C)c2c(C)cc(O)c(OC(=O)CC)c12	-1%	27	-2	2%
O=C(CSc1nnc(-c2ccc(F)cc2)c2ccccc12)Nc1cccc(Cl)c1	.	?	5	0%
O=[N+]([O-])c1cc(/C=N/Nc2nc(N3CCCCC3)nc(N3CCCCC3)n2)ccc1O	.	48	-4	3%
CCCSc1nnc(CNC(=O)C23CC4CC(CC(C4)C2)C3)n1Cc1ccccc1	.	0	1	-7%
CC(=O)c1ccc(NC(=O)CSc2nnc(NC(=O)CN3CCOCC3)s2)cc1	4%	3	3	-9%
CN(C)C(=O)N1CCC(C(=O)NCc2ccccc2)CC1	-1%	39	2	-2%
O=C(NCc1cccs1)c1ccccc1[N+](=O)[O-]	.	?	.	1%
O=C(Cc1ccccc1)Nc1ccc(Br)c(Cl)c1	.	-82*	.	-4%
(more compounds)
SMILES	15-hLO-2 inh	PNC assembly inh	IMPase cell inh	ALOX12 inhib
CCCc1[nH]nc2c1C(c1cn[nH]c1-c1ccc(F)cc1)C(C#N)=C(N)O2 (centres undefined)	.	-2	17	-7%
CCC(C)NC(=O)CCCc1ccccc1 (centres undefined)	1%	?	6	7%
COC(=O)c1ccc(Cl)c(NC(=O)CN2CCN(C)CC2)c1	-3%	-5	-2	4%
OC1(c2ccccc2)CN(c2ccccc2)C2=[N+]1CCS2 (centres undefined)	.	10	.	0%
O=c1c(-c2ccccc2)nc2cnc(Oc3ccccc3)nc2n1Cc1cccs1	-10%	.	.	-9%
CCn1c(CCNC(=O)c2cccs2)nnc1SCC(=O)Nc1ccc(Cl)cc1	.	-4	-1	-4%
CCOC(=O)c1ccc(N2C(=O)CC(C(=O)OC)=C2C)cc1	2%	?	1	-4%
O=C(Nc1cccc2ccccc12)C1CCN(C(=O)Cc2ccccc2)CC1	.	5	-5	6%
CCCCCCCCC	1%	.	.	1%
COCC(C)N=Cc1c(O)[nH]c2ccccc12 (centres undefined)	-6%	?	-4	2%
CCOc1ccc(C(=O)NC(=S)Nc2ccccn2)cc1[N+](=O)[O-]	-4%	-17	?	-10%
O=C1OCCN1C(=O)[C@H]1[C@H](c2ccccc2)C(c2cccc(Cl)c2)=NN1c1ccccc1	-19%[0.0915 µM]	.	.	-4%[0.00818 µM]
Cc1ccc(OCCC(=O)OCC(=O)N2c3ccccc3CC2C)cc1 (centres undefined)	9%	16	-1	-11%
CC(C)(C)C(=O)OCCNc1nc(-c2ccccc2)nc2ccccc12	.	20	.	-2%
CC(C)NS(=O)(=O)c1ccc(OCC(=O)N2CCCC2)c(Cl)c1	-5%	-4	4	-3%
Cc1oc(-c2ccccc2F)nc1CN1CCC(C(=O)NC2CCCc3ccccc32)CC1 (centres undefined)	40%[activator]	?	5	-1%
Cc1ccnc(NC(=O)c2ccc(COc3ccc(Cl)cc3)o2)c1	23%	7	6	-7%
CCOc1ccccc1N1CCN(C(=O)Nc2ccc(F)c(Cl)c2)CC1	11%	-1	6	-3%
O=C1OCCN1CCN(CN1C(=O)CCC1=O)CN1C(=O)CCC1=O	10%	-13	12	0%
Cc1nc(Nc2nc(CSc3nc4ccccc4[nH]3)cc(=O)[nH]2)nc2ccccc12	.	-97*	.	1%
Cc1cc(Cl)c(OCCCCN2CCOCC2)c(Br)c1	.	-2	.	18%

Screening results as filed in PubChem.
